# EPAC2 antagonist: antagonists of human EPAC2. Q8WZA2. EPAC2 GEF exchange of Rap1B-BODIPY-GDP, fluorescence. Potency, µM (series often up to 114 µM), without a hit: top-dose activity, negative = inhibition, usual class: inhibitors. 0.18% of 360,000 active. AID 720708; also: potency is read from the fitted curve at half-maximal effect; % is scaled to controls: 0 for no effect and ±100 for the full control effect; nearly all actives have a fitted effect of over 45% in size; many of its hits are not listed in these tables
# Target sequence (Q8WZA2 whole entry, looked up): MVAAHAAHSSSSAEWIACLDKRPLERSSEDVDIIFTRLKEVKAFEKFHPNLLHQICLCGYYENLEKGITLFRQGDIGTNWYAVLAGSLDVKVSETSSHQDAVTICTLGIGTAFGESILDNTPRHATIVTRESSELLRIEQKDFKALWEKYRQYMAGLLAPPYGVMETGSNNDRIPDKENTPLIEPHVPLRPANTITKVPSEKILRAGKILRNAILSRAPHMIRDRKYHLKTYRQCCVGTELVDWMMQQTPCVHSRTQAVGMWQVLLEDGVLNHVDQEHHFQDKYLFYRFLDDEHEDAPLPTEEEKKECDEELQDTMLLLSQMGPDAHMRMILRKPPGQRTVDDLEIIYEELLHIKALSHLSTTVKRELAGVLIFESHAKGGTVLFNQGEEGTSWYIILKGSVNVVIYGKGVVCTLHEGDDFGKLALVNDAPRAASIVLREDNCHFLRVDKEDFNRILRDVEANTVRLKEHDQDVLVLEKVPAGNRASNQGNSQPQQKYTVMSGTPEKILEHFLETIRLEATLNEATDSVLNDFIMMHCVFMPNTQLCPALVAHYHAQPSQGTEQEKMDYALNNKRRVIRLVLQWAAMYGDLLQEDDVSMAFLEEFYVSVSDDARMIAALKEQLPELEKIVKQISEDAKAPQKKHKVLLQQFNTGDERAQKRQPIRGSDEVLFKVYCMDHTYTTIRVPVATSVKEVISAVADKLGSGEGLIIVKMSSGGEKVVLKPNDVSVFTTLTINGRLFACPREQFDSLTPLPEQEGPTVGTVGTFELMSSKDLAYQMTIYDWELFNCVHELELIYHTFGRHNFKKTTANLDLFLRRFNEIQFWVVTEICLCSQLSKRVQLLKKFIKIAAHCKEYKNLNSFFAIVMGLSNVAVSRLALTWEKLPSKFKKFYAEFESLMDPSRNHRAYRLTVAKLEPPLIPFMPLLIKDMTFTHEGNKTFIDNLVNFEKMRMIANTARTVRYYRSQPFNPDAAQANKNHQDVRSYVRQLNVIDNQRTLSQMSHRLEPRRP
# Nrf2 ARE act: activators of Nrf2 (ARE) signaling; AREc32 ARE-luciferase reporter (MCF7-derived line), luminescence, 24 h; 0.31% of 410,000 active; Potency, µM (highest dose often 46.1 µM), for the others: top-dose activation, usual class: activators; AID 624171; also: potency is read from the fitted curve at half-maximal effect; % of control where 0% means no effect; nearly all actives have a fitted effect of over 65% in size
#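 Steps: seed AREc32_Fluc cells (1000/well, 5% FBS OPTI-MEM); incubate overnight at 37 deg C; add 23 nL compound; incubate 24 hr; add Steady-Glo; hold 30 min RT; read luminescence.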
# Nrf2 block: blocks Nrf2 signaling. A549 ARE-Fluc reporter, luciferase luminescence, 18-24 h. 2.1% of 360,000 active. AID 504444. Potency, µM (series often up to 46 µM), for inactives: at the top dose activity change, negative = inhibition, hits mostly inhibitors; also: potency is read from the fitted curve at half-maximal effect; % is scaled to controls: 0 for no effect and ±100 for the full control effect; nearly all actives have a fitted effect of over 60% in size
#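 In this cell-based qHTS, ARE-driven firefly luciferase in A549 cells reports Nrf2 activity; the luminescent signal after BugLite lysis is the measured value, with a prior CellTiter-Fluor read for cell health.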
# MmCpn inh: M. maripaludis TRiC chaperonin inhibition | purified Mm-Cpn ATPase, ADP Transcreener TR-FRET | Potency, µM (highest dose often 76.9 µM), for inactives: at the top dose activity, negative = inhibition, usual class: inhibitors | 0.031% of 330,000 active | AID 504842; also: potency is read from the fitted curve at half-maximal effect; % is scaled to controls: 0 for no effect and ±100 for the full control effect; nearly all actives have a fitted effect of over 80% in size
#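 Inhibition of chaperonin ATP hydrolysis is measured as reduced ADP production, detected by competitive TR-FRET in which signal falls with ADP. Final enzyme 25 nM and ATP 10 uM, reacted 30 min at 37°C.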
# CCT chaperon mod: modulators of cytosolic chaperonin (CCT/TRiC) activity; purified chaperonin ATPase assay, HTRF ADP detection, 30 min; activity change, % (test concentration not listed), hits read low; 0.3% of 360,000 active; AID 651819; in the data active = activity change below about -30%; also: % is scaled to controls: 0 for no effect and ±100 for the full control effect
#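 First, chaperonin was dispensed at 40 nM or 20 nM final depending on batch activity. Next, compounds were pinned at 76 uM and ATP added at 10 uM. After 30 min at 37 °C, ADP detection reagents ran 30 min at ambient temperature.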
# TGFb SMAD3 inh: blocks TGF-b signaling | AID 588855 | HepG2 CAGA-GFP TGF-b/SMAD3 reporter, GFP fluorescence, 18 h; TGF-beta stimulated, 500 pg/mL final | Potency, µM (top dose mostly 46.1 µM), for the others: at the highest dose activity, negative = inhibition, most hits filed as inhibitors | 1.2% of 410,000 active; also: potency is read from the fitted curve at half-maximal effect; % is scaled to controls: 0 for no effect and ±100 for the full control effect; nearly all actives have a fitted effect of over 65% in size
#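 Per well, imaged GFP fluorescence of HEPG2 CAGA-GFP cells gives the signal; cells get compound, then TGF-beta (500 pg/mL final), 18 h at 37 degrees C; %Activity versus -TGF-beta and +DMSO controls.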
# A549 viability: counter-screen for Nrf2 inhibitors: cytotoxicity in A549 cells. A549 ARE-Fluc cells, CellTiter-Fluor viability, 18-24 h. Potency, µM (series often up to 46 µM), for the others: at the top dose activity change, negative = cytotoxicity, actives largely listed as inhibitors. 0.16% of 390,000 active; also: potency is read from the fitted curve at half-maximal effect; % is scaled to controls: 0 for no effect and ±100 for the full control effect
#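 A549 ARE_Fluc cells in 5% FBS OPTI-MEM were exposed to compounds in concentration-response for 18-24 h at 37 deg C. Viability was read by CellTiter-Fluor fluorescence (Ex 405/Em 525) after 30 min, before the luciferase read.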
# Akt phos inh: blocks phosphorylation of Akt | AID 651550 | 0.32% of 360,000 active | Neuro2A IGF-stimulated pAkt S473 HTRF, 20 min; active compounds read low | activity change, % for hits at 50 µM; in the data active = activity change below about -80%; inconclusive = mostly about -51% to -80%; also: % is scaled to controls: 0 for no effect and ±100 for the full control effect
#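 Neuro2A cells in DMEM with 0.5% FBS, overnight at 37 deg C, given compound at single 50 µM final, then IGF (6 nM final) for 20 min at 37 deg C. Lysed; phospho-Akt Ser473 by HTRF after 24 h, 665/615 ratio.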
# EPAC2 agonist: activates human EPAC2 exchange factor; Q8WZA2; EPAC2 activation, biochemical qHTS; response scale: 100% = 6.5 mM cAMP response; Potency, µM (series often up to 154 µM), inactives show at the top dose activation, most hits filed as activators; 0.079% of 360,000 active; also: potency is read from the fitted curve at half-maximal effect; nearly all actives have a fitted effect of over 50% in size
#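 Nucleotide exchange monitored as fluorescence drop when BODIPY-GDP leaves Rap1B. Reaction: 100 nM EPAC2, 250 nM RAP1B-BODIPY-GDP, 50 uM GDP, room temperature, kinetic read over 30 min. Activity expressed relative to 6.5 mM cAMP.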
# * marks the source's active call; other numbers are inactive results; i = inactive; u = inconclusive; x = no result given; & = joins results of further samples; [ ] = dose if it differs, or a comment. Unless noted, calls follow the shape of the dose curve; as a rule, active = well fitted curve in the direction sought with a large enough effect; inconclusive = small, poorly fitted or top-dose-only effect, or another doubt; inactive = no such curve, though single readings can be large; an effect the other way counts as inactive or inconclusive. Not all compounds are listed; rates above refer to the full screens.
SMILES,EPAC2 antagonist,Nrf2 ARE act,Nrf2 block,MmCpn inh,CCT chaperon mod,TGFb SMAD3 inh,A549 viability,Akt phos inh,EPAC2 agonist
NC(=O)c1ccsc1NC(=O)COC(=O)CNC(=O)c1cccc([N+](=O)[O-])c1,0.0%,-0.7%,3.5%,1.0%,1.4,-7.6%,3.6%,i,-2.5%
Nc1ccc(S(=O)(=O)c2ccc(Cl)cc2)cc1,0.4%,-0.7%,1.8%,1.2%,2.0,8.4%,-1.5%,i,4.7%
NC(=O)C1Cc2ccccc2CN1S(=O)(=O)c1ccc(Cl)s1 (configuration not stated),-0.4%,0.5%,-3.9%,-2.3%,-0.7,4.6%,-3.0%,i,-1.6%
N#CC(C(=O)NCc1ccco1)c1nc2ccccc2nc1N1CCOCC1 (configuration not stated),u,u,u,u,1.9,-19.9%,-17.3%,i,16.1%
COC(=O)c1ccccc1NC(=O)C1CCCCC1C(=O)O (configuration not stated),0.6%,0.0%,x,0.5%,0.1,3.4%,-4.5%,x,4.5%
CC1(C)SC2c3ccccc3C(=O)N2[C@@H]1C(=O)NCc1ccco1 (some centres not stated),5.0%,-1.4%,x,-2.3%,-2.3,u,2.9%,i,8.3%
CCCc1cc(=O)oc2cc(C)cc(OC(C)C(=O)NCCCn3ccnc3)c12 (configuration not stated),0.1%,0.5%,u,-3.0%,-2.8,10.3%,4.7%,i,0.2%
CCC1CCCCN1CCCNC(=O)COc1cc(=O)n(C)c2ccccc12 (configuration not stated),5.1%,0.6%,0.1%,-0.6%,0.5,-29.8%,-9.4%,x,-1.5%
Cc1nc2nc(SCC(=O)c3cccc([N+](=O)[O-])c3)[nH]c2cc1Br,5.5%,7.2%[9.22 µM],u,-6.8%,0.2,u,-4.5%,i,-7.9%
Cc1ccc(Oc2ccc(OCC(=O)NC3CCS(=O)(=O)C3)cc2)cc1 (configuration not stated),-12.3%,-0.5%,u,2.2%,-1.3,-15.5%,-1.5%,i,14.5%
CCC(=O)OCCn1c(=O)c2cc3c(=O)n(CCOC(=O)CC)c(=O)c3cc2c1=O,16.7%,-0.7%,4.3%,0.2%,3.8,-15.9%,-6.6%,i,1.8%
CCCC(c1nnnn1CS(=O)(=O)c1ccc(C)cc1)N1CCN(CC)CC1 (configuration not stated),3.9%,0.3%,26.3%,-0.1%,1.3,-5.6%,-0.7%,i,8.4%
Cc1ccc(-c2csc3ncnc(N4CCN(C(=O)c5ccco5)CC4)c23)cc1,13.2%,2.6%,-16.5%,-3.5%,-1.0,u,-6.1%,i,20.3%
CC(CO)NS(=O)(=O)c1cc(Cl)ccc1F (configuration not stated),8.0%,-1.1%,x,x,-1.1,5.7%,x,i,14.1%
Cc1onc(-c2ccc(Cl)cc2)c1-c1ccnn1S(=O)(=O)c1ccc(Cl)cc1,-2.4%,4.2%,u,1.8%,-5.0,u,-11.3%,i,16.2%
COc1cccc(/C=N/NC(=O)c2ccc(=O)[nH]n2)c1O,0.4%,0.8%,0.1%,0.8%,1.0,-0.6%,1.2%,i,-6.8%
c1ccc(-c2onc3c2CCCC3)cc1,-1.8%,-0.2%,-7.7%,-0.7%,0.0,14.2%,-15.7%,i,4.3%
COc1ccc(N2CCN(C(=O)COC(=O)Cc3c(F)cccc3Cl)CC2)cc1,2.3%,0.0%,0.6%,1.1%,-1.7,0.0%,-2.4%,i,-7.9%
CCc1cccc(NC(=O)CCC(=O)O)c1,-4.5%,0.0%,11.7%,-0.3%,-2.4,-10.5%,-2.4%,i,-6.5%
Cn1c(=O)c2c(nc(CN3CCC(C(N)=O)CC3)n2CCc2ccccc2)n(C)c1=O,5.3%,4.0%,4.9%,-0.1%,-1.0,0.0%,0.3%,i,5.8%

# Compounds listed so far with an aryl methoxy group:
SMILES,EPAC2 antagonist,Nrf2 ARE act,Nrf2 block,MmCpn inh,CCT chaperon mod,TGFb SMAD3 inh,A549 viability,Akt phos inh,EPAC2 agonist
COc1cccc(/C=N/NC(=O)c2ccc(=O)[nH]n2)c1O,0.4%,0.8%,0.1%,0.8%,1.0,-0.6%,1.2%,i,-6.8%
COc1ccc(N2CCN(C(=O)COC(=O)Cc3c(F)cccc3Cl)CC2)cc1,2.3%,0.0%,0.6%,1.1%,-1.7,0.0%,-2.4%,i,-7.9%

# Next part
SMILES,EPAC2 antagonist,Nrf2 ARE act,Nrf2 block,MmCpn inh,CCT chaperon mod,TGFb SMAD3 inh,A549 viability,Akt phos inh,EPAC2 agonist
C#CCOCCOCCOCCNc1nc(N2CCN(C(=O)[C@H]([C@@H](C)CC)n3cc([C@@H](N)CO)nn3)CC2)nc(N2CCN(C(=O)[C@H](CCCCN)n3cc([C@@H](N)CO)nn3)CC2)n1,2.7%,-0.3%,3.5%,1.1%,1.9,-6.8%,-11.2%,i,6.9%
CCOC(=O)c1c(C)[nH]c(C(=O)OCc2ccc(C)cc2)c1C,-0.9%,3.0%,u,x,0.2,4.1%,3.6%,i,0.7%
CC(C)c1ccc(Nc2ncccc2C#N)cc1,4.5%,17.5%,u,-3.5%,-1.3,22.7%,-6.2%,i,13.4%
Cc1ccc(C(=O)N/N=C/c2ccc3c(c2)OCO3)o1,7.0%,0.2%,u,1.6%,-1.6,-2.2%,2.8%,i,3.9%
O=C(O)CCCC(=O)Nc1cc([N+](=O)[O-])ccc1O,0.0%,-0.5%,9.4%,-0.1%,-4.4,-1.8%,-18.5%,i,3.8%
CCCOc1cc(C)c(S(=O)(=O)n2nnc3ccccc32)cc1C,-1.4%,-0.5%,10.4%,1.8%,-3.1,-13.6%,10.0%,i,5.3%
CC(NC(=O)c1ccccc1)C(=O)NNC(=O)c1ccccc1Cl (configuration not stated),-3.3%,0.8%,2.3%,-0.2%,-4.8,-3.1%,14.3%,i,8.6%
CN1CCN(c2ccccc2NC(=O)c2cc(Br)ccc2Cl)CC1,-4.3%,3.0%,13.3%,0.3%,-2.5,-8.7%,22.4%,i,8.2%
CCCCC(CC)C1OCC(CN2CCCC2)O1 (configuration not stated),0.0%,0.3%,-7.5%,0.6%,-0.3,0.8%,-6.4%,i,3.6%
Cc1ccc(S(=O)(=O)N2CCOCC2)cc1NC(=O)COC(=O)C1=COCCO1,3.3%,-0.6%,-12.7%,-0.1%,1.0,-2.1%,-2.3%,i,9.4%
CCOC(=O)CNC(=O)Cn1cnc2c(cnn2-c2ccc(C)cc2)c1=O,2.0%,-0.2%,-6.4%,1.2%,-0.2,-7.0%,-4.6%,i,-2.0%
O=C1c2ccncc2C(=O)N1CO,11.3%,-0.7%,x,1.0%,-0.5,8.1%,9.8%,i,5.0%
Cc1ccc(C)c(CSc2nc3ccncc3n2CC(=O)Nc2ccc(N(C)C)cc2)c1,x,8.2%,u,x,x,u,0.8%,x,x
Cc1nn(CC(=O)NCCCN2CCC(N3CCCCC3)CC2)c(=O)c2cc(-c3ccccc3)nn12,1.6%,0.8%,0.3%,0.3%,-0.7,4.7%,-16.1%,i,1.3%
Cc1cc(NC(CC(C)C)C(=O)O)nc(Cc2ccccc2)n1 (configuration not stated),3.6%,-0.1%,x,0.0%,-3.6,36.6%[activator],1.5%,i,7.4%
COC(=O)N/N=C/c1ccc(OC(=O)/C=C/c2ccco2)cc1,-4.7%,9.6%,4.0%,0.0%,-0.3,-2.0%,0.5%,i,5.8%
Cc1ccc(C)c(N2CCN(C(c3ccc(N(C)C)cc3)c3nnnn3C(C)(C)C)CC2)c1 (configuration not stated),-7.9%,-0.2%,1.2%,-6.5%,1.5,-4.5%,-5.9%,i,10.8%
O=C(O)CCCC(=O)Nc1cccc(C(F)(F)F)c1,0.3%,0.3%,-12.7%,-0.4%,-0.6,-1.9%,-1.8%,i,5.9%
CCN(CC)c1ccc(C(=O)N2CCC(c3c[nH]c4ccccc34)(c3c[nH]c4ccccc34)CC2)cc1,x,0.4%,-17.1%,x,x,-28.1%,-0.5%,x,x
CSc1ccccc1NC(=O)CN(C)C(=O)c1ccc(NC(=O)c2cccs2)cc1,2.4%,-0.1%,u,0.9%,0.6,-2.1%,-3.2%,i,4.7%
O=P1(O)C=C(c2ccccc2)NC(c2ccccc2)=C1,6.5%,-0.9%,-20.5%,1.2%,-1.7,-3.4%,-4.0%[1.84 µM],i,-2.4%
Cn1c(=O)c(=O)n(C)c2cc(N3CCOCC3)c(NS(=O)(=O)c3ccc(F)c(Cl)c3)cc21,-4.8%,-0.3%&0.1%,-2.0%&-15.1%,-4.0%,-8.5,-0.9%&-3.8%,3.7%&-6.9%,i,10.4%
CN(c1ccc(Cl)cc1)c1cc2c(c3c1ccn3C)C1CCC2O1 (configuration not stated),-25.6%,3.3%,x,x,-2.4,-2.9%,x,i,6.4%
CCc1ccc(N=CC2=C(O)CC(c3ccco3)CC2=O)cc1 (configuration not stated),22.7%,0.1%,x,0.4%,-0.1,-3.6%,-4.2%,i,3.1%
Cc1noc(/C=C/N(C)C)c1S(=O)(=O)N1CCCC(C(=O)NCCC2=CCCCC2)C1 (configuration not stated),3.0%,0.5%,-4.2%,1.3%,-0.6,-11.5%,-10.4%,i,9.1%
COc1ccc(-c2n[nH]c(=S)n2N)c(OC)c1,3.4%,-0.4%,12.0%,-0.3%,0.0,15.6%,11.4%,i,1.4%
CC[C@@]12C(=O)N(c3cccc(F)c3)C(=O)N1[C@H](c1cccc(C)c1)[C@@H]1C(=O)N(Cc3ccccc3)C(=O)[C@@H]12,0.8%,-0.5%,-7.2%,0.5%,0.3,29.1%,-5.9%,i,8.0%
Oc1ccc(-c2cnc(-c3ccc(O)cc3)nc2)cc1,-2.2%,0.5%,u,-2.6%,-0.8,-24.9%,1.7%,i,3.8%

# Screening data as filed in PubChem BioAssay.
